PolyA inh – blocks polyadenylation in yeast reporter cells; calls only at 12 µM; AID 1875; actives 0.02% (n = 300,000); S. cerevisiae SKY197-pL101 polyadenylation reporter, beta-gal luminescence; efflux-impaired pdr1/pdr3 knockout yeast; score 100 = 6 SD above DMSO;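 active = lowest replicate activity score at least 50, where 100 means six control SD above control mean; inconclusive = lowest score under 50 but half or more replicates reach 50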;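 also: yeast exposed to compound for 9 h at 30 °C; higher score means more reporter readthrough which indicates perturbed polyadenylation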
DYRK1A inh – inhibitors of rat Dyrk1A kinase; Q63470; ADP-Glo luminescence, NFATc1 peptide; inhibition, % at 12.5 µM; actives 0.43% (n = 310,000); AID 504441; in the data active = inhibition above about 50%;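 also: plate controls were vehicle with enzyme for no effect and no enzyme for full effect; many of its hits are not listed in these tables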
KCNK9 inh – human KCNK9 channel inhibition. actives 1.2% (n = 310,000). Q9NPC2. HEK293 KCNK9, FluxOR thallium flux fluorescence; active compounds read low. B-score at 10 µM;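 active = ratio B-score over 3 SD below the library mean, with starting fluorescence within 5 SD of its mean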;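 also: negative B-score means less thallium flux so channel inhibition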
GSK3beta inhib – blocks human GSK3beta kinase activity. P49841. GST-GSK3beta kinase, ADP-Glo luminescence, 60 min; active compounds read low. activity score (negative = inhibition), % at 10 µM. actives 0.038% (n = 300,000);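 active = more than half of replicate wells score below -50%, meaning over 50% inhibition versus plate controls; inconclusive = some replicates but at most half score below -50%; inactive = no replicate scores below -50%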;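 also: 0% = median DMSO wells and -100% = median GW8510 positive control wells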
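test system = GST-tagged human GSK3beta kinase, cell-free | reagent = 25 µM ATP with peptide substrate | dosing = one dose of 10 µM per compound | schedule = 60 min reaction, RT | detection = luminescent ADP-Glo measurement of ADP formed | control set = DMSO neutral wells and GW8510 at 20 µM as positive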
KCNQ1 inh – human KCNQ1 channel inhibition. P51787. CHO-K1 KCNQ1, FluxOR thallium flux fluorescence; active compounds read high. B-score at 10 µM. actives 1.3% (n = 310,000). AID 2642;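 active = compounds whose thallium flux B-score, printed positive for inhibition, exceeds three library SD while starting fluorescence stays within three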;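 also: channel opened by potassium depolarization with thallium stimulus after 20 min compound exposure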
Target sequence (P51787 whole entry, looked up): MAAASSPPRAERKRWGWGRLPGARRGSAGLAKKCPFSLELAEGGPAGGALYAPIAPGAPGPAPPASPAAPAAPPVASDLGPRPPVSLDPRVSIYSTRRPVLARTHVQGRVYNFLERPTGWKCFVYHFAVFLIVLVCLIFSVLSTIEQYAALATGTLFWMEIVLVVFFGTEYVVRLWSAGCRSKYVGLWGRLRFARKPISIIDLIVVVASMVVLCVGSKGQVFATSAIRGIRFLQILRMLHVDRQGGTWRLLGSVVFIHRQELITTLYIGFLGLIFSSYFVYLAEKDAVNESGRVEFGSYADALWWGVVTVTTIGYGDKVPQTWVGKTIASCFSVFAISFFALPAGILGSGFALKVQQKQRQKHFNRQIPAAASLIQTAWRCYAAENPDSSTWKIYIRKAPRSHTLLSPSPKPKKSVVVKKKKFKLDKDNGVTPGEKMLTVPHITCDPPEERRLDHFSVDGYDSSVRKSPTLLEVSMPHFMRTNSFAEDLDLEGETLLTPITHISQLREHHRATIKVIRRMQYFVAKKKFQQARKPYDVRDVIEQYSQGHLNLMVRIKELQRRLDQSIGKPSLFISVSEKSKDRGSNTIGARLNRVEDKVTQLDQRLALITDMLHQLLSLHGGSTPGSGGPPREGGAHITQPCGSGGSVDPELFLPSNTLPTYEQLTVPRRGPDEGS
KCNK3 block – human KCNK3 channel inhibition, primary screen | O14649 | CHO-KCNK3 thallium flux, FluxOR fluorescence; active compounds read low | B-score at 10 µM | actives 0.84% (n = 340,000) | AID 602410;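 active = B-score under library mean minus 4 SD, starting fluorescence ratio at most library mean plus 5 SD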;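 also: more negative B-score means stronger inhibition of thallium flux through KCNK3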
Target sequence (O14649 whole entry, looked up): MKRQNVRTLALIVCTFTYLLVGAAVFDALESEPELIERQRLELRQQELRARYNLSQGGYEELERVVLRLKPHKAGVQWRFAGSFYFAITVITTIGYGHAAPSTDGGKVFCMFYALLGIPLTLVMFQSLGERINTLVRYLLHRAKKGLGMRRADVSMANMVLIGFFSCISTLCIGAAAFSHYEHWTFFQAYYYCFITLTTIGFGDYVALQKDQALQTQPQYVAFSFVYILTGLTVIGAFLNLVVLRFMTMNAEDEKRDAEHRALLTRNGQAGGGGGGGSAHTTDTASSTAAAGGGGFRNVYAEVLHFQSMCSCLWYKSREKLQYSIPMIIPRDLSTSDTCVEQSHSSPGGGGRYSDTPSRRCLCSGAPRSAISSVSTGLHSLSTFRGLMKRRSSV
hERG protect – shields human hERG channel from block by proarrhythmic agents. CHO-hERG, FluxOR thallium flux, dofetilide IC70 present. activation (rescue from dofetilide block), less the hit threshold, % at 10 µM. Q12809. actives 0.51% (n = 310,000). AID 1511;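 active = activation above the mean of controls blocked by dofetilide plus 5 SD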;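 also: thallium influx through hERG after potassium depolarization seen as dye fluorescence rise; in these data hits start at about 4.7%; inactives centre near -7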
GSK3A inh – human GSK-3 alpha kinase inhibition; ADP-Glo luminescence, 60 min; actives 0.1% (n = 320,000); P49840; AID 2650; inhibition, % at 10 µM;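 in the data active = inhibition above about 50%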;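 also: GST-tagged GSK-3 alpha with peptide substrate and 25 µM ATP; 0% = DMSO neutral wells and 100% = GW8510 positive control wells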
KCNQ1 pot – human KCNQ1 channel potentiation or activation; CHO-K1 KCNQ1, thallium flux FluxOR fluorescence; active compounds read high; actives 0.35% (n = 310,000); AID 2648; B-score at 10 µM;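 active = fluorescence ratio B-score, a plate-corrected score, at least three library SD, with initial intensity B-score within 5 SD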
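Doses: Single concentration per compound, DMSO matched to controls | Test system: KCNQ1-transfected CHO-K1 cells | Timing: 90 min dye loading and 20 min compound exposure, both at room temperature | Measured by: Kinetic FluxOR thallium fluorescence, 10-s 1-Hz baseline, 110-s post-stimulus read | Medium: Assay buffer with matched DMSO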
RGS4 act – potentiators or activators of RGS4. HEK293 M3R/inducible RGS4, carbachol calcium flux Fluo4; active compounds read low. B-score at 10 µM. actives 0.92% (n = 310,000). AID 463111;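 active = B-score of the integrated calcium signal more than 4 SD below the library mean, with starting fluorescence not abnormally high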;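 also: negative B-score means reduced calcium response which marks RGS4 activation or potentiation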
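Detection: kinetic calcium fluorescence imaging with Fluo4-AM dye, 2 µM / Material: HEK293 cells with stable M3R and inducible RGS4 / Schedule: recording 10 s baseline at 1 Hz, 100 s post-agonist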
HDAC3 inhib – inhibitors of human histone deacetylase 3 | O15379 | recombinant HDAC3, fluorogenic peptide/trypsin coupled, fluorescence | inhibition, % at 8.3 µM | actives 0.15% (n = 320,000); in the data active = inhibition above about 26%, passing the limit was not always enough; inconclusive = no clear call, values can overlap the other calls
Starred values were filed as active, the others as inactive; i = inactive; ? = inconclusive; . = not tested or not shown.

SMILES	PolyA inh	DYRK1A inh	KCNK9 inh	GSK3beta inhib	KCNQ1 inh	KCNK3 block	hERG protect	GSK3A inh	KCNQ1 pot	RGS4 act	HDAC3 inhib
Cc1ccccc1C(=O)Nc1cccc(NC(=S)NC(=O)c2cccs2)c1	i	-1	i	3	i	i	-6	0	i	i	3
COc1ccc(-n2nc(C(=O)NCC(=O)N3CCCC3)c3ccccc3c2=O)c(OC)c1	i	0	i	-5	i	i	-6	3	i	i	4
CCOc1ccc(OCCC(=O)OCC(=O)Nc2cc(S(=O)(=O)N3CCOCC3)ccc2C)cc1	i	1	i	-5	i	i	-8	0	i	i	-5
Oc1ccccc1N=N/C(=N/Nc1ccccc1O)c1ccccc1	i	.	i	-5	i	i	-8	-2	i	i	-6
CN1CCN(C(=O)c2cc(=O)c3cc(Cl)ccc3o2)CC1	i	-2	i	2	i	i	0	2	i	i	1
COc1ccc(S(=O)(=O)N2CC(C)OC(C)C2)cc1C(=O)N1CCCCC1 (centres undefined)	i	0	i	1	i	i	-4	1	i	i	-3
CCC(Sc1nc2ccsc2c(=O)n1Cc1ccc(C(=O)O)cc1)C(=O)Nc1ccc(C)c(Cl)c1 (centres undefined)	i	-9	i	-1	i	i	-16	-1	i	i	0
Oc1c(Br)cc(C2N=C(c3ccccc3)NO2)cc1Br (centres undefined)	i	38	i	0	i	i	-3	4	i	i	5
Cc1ccc2c(c1)-c1c(ssc1=S)C(C)(C)N2C(=O)c1ccco1	i	-2	i	1	i	i	-15	6	i	i	-1
CCc1ccc(N(C(=O)CCC(=O)Nc2cc(C)on2)C(C(=O)NC(C)(C)C)c2ccc(OC)cc2)cc1 (centres undefined)	i	4	i	-1	i	i	-11	-2	i	i	6
CCOC(=O)/C(N=Nc1sc(C(=O)OC)c(C)c1C(=O)OCC)=C(\O)CCl	i	-3	i	0	i	i	-13	-2	i	i	.
O=C(O)CC1(CC(=O)Nc2ccc(Oc3cccc(C(F)(F)F)c3)nc2)CCCC1	i	.	i	-1	i	i	-10	-4	i	i	2
COc1ccc(NC(=O)c2ccco2)cc1NC(=O)c1c(OC)cccc1OC	i	-4	i	-4	i	i	-8	-1	i	i	-3
Cc1ccc(CN2CCNC(=O)C2CC(=O)NCc2cc(C)n(C)n2)cc1 (centres undefined)	i	0	i	-7	i	i	-6	-5	i	i	.
CCOc1ccc(-c2cccc(NS(=O)(=O)c3ccc([N+](=O)[O-])cc3)c2)nn1	i	-6	i	7	i	i	-10	3	i	i	5
CS(=O)(=O)N(CC(=O)NCc1cccnc1)C1CCCCC1	i	2	i	-2	i	i	-9	1	i	i	1
COc1ccc(OCC(=O)N/N=C2/C=C(C)CC2)cc1	i	5	i	0	i	i	0	0	i	i	3
O=C1c2cccnc2C(=O)N1c1ccccc1-c1ccccc1	i	0	i	-3	i	i	-13	-3	i	i	4
Cc1cccc(/C=N/NC(=O)CC(=O)NCCc2ccccc2)c1	i	-5	i	-1	i	i	-8	-4	i	i	1
O=c1[nH][nH]c(-c2ccccc2)c1C=Nc1ccccc1Cl	i	3	i	3	i	i	-16	3	i	i	2
COc1cc(/C=N\NC(=O)c2ccc(-c3ccccc3)cc2)cc(Br)c1O	i	-1	i	-2	i	i	-9	-2	i	i	.
Cc1ccc(NC(=O)CSc2nc(=O)n(CCN3CCOCC3)c3c2CCCC3)cc1	i	-4	i	3	i	i	-18	-3	i	i	?
COC(=O)c1cc(OC)c(OC)cc1NC(=O)CC1CCCCC1	i	-1	i	0	i	i	0	1	i	i	-2
Cc1cccc(NS(=O)(=O)c2cccs2)c1	i	-6	i	4	i	i	-4	-2	i	i	2
CS(=O)(=O)c1ccc(-n2c(=O)n(Cc3ccccc3)c(=O)c3[nH]cnc32)cc1	i	6	i	-2	i	i	-4	1	i	i	1

Whole records, looked up by structure. Values in the order: PolyA inh	DYRK1A inh	KCNK9 inh	GSK3beta inhib	KCNQ1 inh	KCNK3 block	hERG protect	GSK3A inh	KCNQ1 pot	RGS4 act	HDAC3 inhib
O=C1c2cccnc2C(=O)N1c1ccccc1-c1ccccc1 in the list: i	0	i	-3	i	i	-13	-3	i	i	4
COc1ccc(-n2nc(C(=O)NCC(=O)N3CCCC3)c3ccccc3c2=O)c(OC)c1 in the list: i	0	i	-5	i	i	-6	3	i	i	4
Cc1cccc(/C=N/NC(=O)CC(=O)NCCc2ccccc2)c1 in the list: i	-5	i	-1	i	i	-8	-4	i	i	1

Further entries.
SMILES	PolyA inh	DYRK1A inh	KCNK9 inh	GSK3beta inhib	KCNQ1 inh	KCNK3 block	hERG protect	GSK3A inh	KCNQ1 pot	RGS4 act	HDAC3 inhib
N#Cc1c(-c2cccnc2)c2c([nH]c1=S)CCCC2	i	-6	i	-8	i	i	-10	9	i	i	?
Cc1cccc(NC(=S)Nc2cccc3ccccc23)c1	i	-5	i	1	i	i	-10	4	i	i	.
CCc1nnc(NC(=O)c2cc(S(=O)(=O)N(CC)CC)ccc2Cl)s1	i	-1	i	-1	i	i	-13	1	i	i	-3
O=C(NCCNc1ccc2ccccc2c1)c1cccn2c(=O)c3sccc3nc12	i	.	i	-4	i	.	-13	-1	i	i	3
CCOc1c2ccc(C(=O)N[C@H](C)C3CCCCC3)cc2nn1CC	i	5	i	-3	i	i	-8	-5	i	i	-20
Nc1c(Cl)cc(Cl)cc1C(=O)OCC(=O)N1CCOCC1	i	7	i	-1	i	i	-15	-1	i	i	-41
CSc1nccc(-c2nn(-c3ccc(C)cc3)ccc2=O)n1	i	14	i	0	i	i	-2	0	i	i	1
CC(=O)c1ccc(OCCCC(=O)NCCc2ccccc2)cc1	i	-2	i	1	i	i	-9	-1	i	i	4
CC(=O)N1CCN(C(=O)c2cc(-c3ccc(C)o3)nc3ccccc23)CC1	i	5	i	2	i	i	-12	3	i	i	-40
Cc1ccc(Cn2cc(CCC(=O)O)c3ccccc32)cc1	i	9	i	4	i	i	-5	-3	i	i	-2
CCc1ccc(C)c(OC(=O)c2cncc(Br)c2)c1	i	-9	i	4	i	i	-7	0	i	i	-3
COC(=O)c1ccc(N2C(=O)CC(Sc3n[nH]c(C)n3)C2=O)cc1 (centres undefined)	i	-4	i	2	i	i	-6	-3	i	i	-1
NC(=O)CC1C(=O)N(c2ccc(Cl)cc2)C(=S)N1NC(=O)c1cccc(F)c1 (centres undefined)	i	-4	i	-3	i	i	-4	13	i	i	6
CC1CC(Nc2ccccc2N)=CC(=O)O1 (centres undefined)	i	-2	i	0	i	i	-8	.	i	i	7
CCOC(=O)c1cccc(NC(=O)c2ccc(NC(=O)C3CCCO3)cc2)c1 (centres undefined)	i	-11	i	.	i	i	-5	0	i	i	0
CCOc1ccccc1C1C(C#N)=C(N)Oc2cc(C)n(Cc3ccccn3)c(=O)c21 (centres undefined)	i	10	i	-1	i	i	-8	0	i	i	-2
CCN(CC)CCn1c2c(c(SCC(=O)Nc3ccc(F)c(F)c3)nc1=O)CCC2	i	.	i	-5	i	i	-10	-3	i	i	1
CCn1cc(C(=O)NCC(OC)OC)c(=O)c2cc(S(=O)(=O)N(C)C3CCCCC3)ccc21	i	-3	i	4	i	i	-7	4	i	i	8
CCc1c(C)nc2ncnn2c1N1CCCC(C(=O)NCc2ccco2)C1 (centres undefined)	i	1	i	3	i	i	-10	-2	i	i	14
COc1ccc(/C=N/NC(=O)c2ccccc2Cl)cc1CSc1nc2ccccc2s1	i	-7	i	-1	i	i	-13	-2	i	i	-3
Cc1cc([N+](=O)[O-])ccc1NC(=S)NC1CCCC1	i	-2	i	-1	i	i	-8	1	i	i	-2
Cc1ccc(OCCC(=O)OCc2csc(CC(=O)Nc3ccccc3C)n2)cc1	i	11	i	0	i	i	-15	-1	i	i	6
Cc1cc(C)cc(N(CCC(=O)Nc2nnc(C3CC3)s2)S(=O)(=O)c2ccc(Cl)cc2)c1	i	-1	i	3	i	i	-2	-1	i	i	2
Nc1ccccc1NC1=CC(=O)CC(c2ccco2)C1 (centres undefined)	i	3	i	-2	i	i	-5	5	i	i	1
CCOC(=O)C1C(c2cc(OC)c(OC)c(OC)c2)NC(=S)NC1(O)C(F)(F)F (centres undefined)	i	-1	i	-3	i	i	-7	-5	i	i	2
Remaining list, next part:
SMILES	PolyA inh	DYRK1A inh	KCNK9 inh	GSK3beta inhib	KCNQ1 inh	KCNK3 block	hERG protect	GSK3A inh	KCNQ1 pot	RGS4 act	HDAC3 inhib
CC(C)(C)C(=O)O/N=C1\CCS(=O)(=O)c2sccc21	i	6	i	-3	i	i	-4	2	i	i	-2
Cc1[nH]nc(-c2ccc(OCc3cnn(-c4ccccc4)c3)cc2O)c1Oc1ccc(F)cc1	i	-4	i	1	i	i	-8	2	i	i	7
CCC(CC)NC(=O)Nc1cccc(C)c1C	i	3	i	2	i	i	-2	0	i	i	0
COc1ccc2oc(=Nc3ccc(C(=O)O)cc3)c(C(=O)NCc3ccco3)cc2c1	i	-3	i	3	i	i	-5	-2	i	i	0
COc1ccccc1N1CCN(C2CCCN(C(=O)CCc3cnn(C)c3)C2)CC1 (centres undefined)	i	3	i	5	i	i	-4	0	i	i	-2
CC(O)CNCCOc1ccccc1-c1ccccc1 (centres undefined)	i	-9	i	2	i	i	-10	0	i	i	-4
O=C1c2ccccc2C(=O)N1CCCCN(C(=O)c1ccc(Cl)s1)c1ccc(Cl)cc1	i	.	i	3	i	i	-7	-2	i	i	4
O=C(NCCc1ccccc1F)C1CC(O)CN1C(=O)Nc1ccccc1 (centres undefined)	i	0	i	-1	i	i	-6	.	i	i	.
CCCn1c(N)c(N(CCOC)C(=O)COC(=O)CSc2cc(C)c3ccccc3n2)c(=O)[nH]c1=O	i	4	i	2	i	i	-5	-3	i	i	2
COc1ccc(Nc2nc(NCc3ccco3)nc(N3CCOCC3)n2)cc1	i	3	i	1	i	i	-9	1	i	i	1
NS(=O)(=O)c1ccc(NNC(=O)c2ccccc2)cc1	i	6	i	-2	i	i	-3	1	i	i	1
COc1ccccc1N1CCN(CC(=O)N2CCCC2)CC1	i	.	i	0	i	i	-6	1	i	i	-3
Cc1ccc(C2=NN(CCC#N)C(=O)CO2)cc1	i	-4	i	0	i	i	-1	-2	i	i	3
CCCCN(C(=O)c1cc2ccccc2o1)c1c(N)n(CC(C)C)c(=O)[nH]c1=O	i	1	i	0	i	i	-13	-2	i	i	5
O=C(Cn1c(=O)sc2ccccc21)Nc1nc2c(s1)CCCC2	i	14	i	1	i	i	-4	-3	i	i	-6
O=C(NN=C1CCCC1)c1ccccc1[N+](=O)[O-]	i	0	i	0	i	i	-8	-2	i	i	-6

Assay outcomes as filed in PubChem.

A portion of the library (hit frequency here may not be typical).
